High-throughput results deposited in PubChem by National Center for Advancing Translational Sciences (NCATS).
BLM inh: blocks DNA unwinding by human BLM helicase. P54132. AID 2528. actives 0.2% (n = 350,000). Potency, µM (titrated, usually from 56.1 µM), without a hit: top-dose activity change, negative = inhibition, usual class: inhibitors. recombinant BLM DNA unwinding, fluorescence dequenching;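 also: potency is read from the fitted curve at half-maximal effect; plate controls were vehicle for no effect and no enzyme for full effect; nearly all actives have a fitted effect of over 35% in size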
POLI inh: DNA polymerase iota (human) inhibition | actives 1% (n = 390,000) | AID 588590 | Pol iota fluorescent replication assay, 10 min | Potency, µM (top dose mostly 115 µM), inactives show at the top dose activity, negative = inhibition, hits mostly inhibitors | Q9UNA4; also: potency is read from the fitted curve at half-maximal effect
Target sequence (Q9UNA4 whole entry, looked up): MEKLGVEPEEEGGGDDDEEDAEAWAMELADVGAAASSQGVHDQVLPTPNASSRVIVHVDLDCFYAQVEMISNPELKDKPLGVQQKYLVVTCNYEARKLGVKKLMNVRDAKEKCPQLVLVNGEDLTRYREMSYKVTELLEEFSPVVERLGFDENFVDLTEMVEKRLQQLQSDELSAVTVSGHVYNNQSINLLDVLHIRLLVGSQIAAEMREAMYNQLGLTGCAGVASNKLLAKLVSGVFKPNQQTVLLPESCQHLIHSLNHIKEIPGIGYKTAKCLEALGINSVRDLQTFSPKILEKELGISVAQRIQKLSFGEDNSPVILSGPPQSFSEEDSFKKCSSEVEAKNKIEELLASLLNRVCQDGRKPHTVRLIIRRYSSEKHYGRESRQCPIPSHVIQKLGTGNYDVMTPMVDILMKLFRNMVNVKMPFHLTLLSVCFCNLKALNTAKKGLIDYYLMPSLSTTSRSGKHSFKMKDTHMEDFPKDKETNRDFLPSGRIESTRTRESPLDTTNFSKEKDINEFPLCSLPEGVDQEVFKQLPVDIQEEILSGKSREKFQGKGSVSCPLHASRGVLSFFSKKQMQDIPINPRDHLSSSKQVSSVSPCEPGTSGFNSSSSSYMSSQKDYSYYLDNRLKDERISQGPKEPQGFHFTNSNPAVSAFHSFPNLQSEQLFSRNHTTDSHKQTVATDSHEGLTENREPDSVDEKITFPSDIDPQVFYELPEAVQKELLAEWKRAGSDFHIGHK
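Pol iota at 10 nM preincubated 15 min with compounds at room temperature; reaction started with fluorescent substrate, 50 nM final. Fluorescence read kinetically at 0 and 10 min; buffer-only wells as negative control.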
POLK inh: DNA polymerase kappa (human) inhibition | purified Pol kappa, fluorescent DNA synthesis assay, 10 min | Potency, µM (top dose mostly 107 µM), without a hit: top-dose activity, negative = inhibition, most hits filed as inhibitors | actives 0.53% (n = 400,000); also: potency is read from the fitted curve at half-maximal effect; % is scaled to controls: 0 for no effect and ±100 for the full control effect
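Pol kappa 10 nM + cpd, 15 min RT; start w/ substrate 50 nM final; fluorescence kinetic read, 0 and 10 min. Neg ctrl: buffer, no enzyme.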
APE1 inh: APE1 (human) endonuclease inhibition; P27695; recombinant APE1, TAMRA/BHQ-2 abasic DNA cleavage fluorescence; Potency, µM (doses to about 65.8 µM), without a hit: at the top dose activity change, negative = inhibition, most hits filed as inhibitors; actives 0.35% (n = 350,000); AID 2517;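 also: potency is read from the fitted curve at half-maximal effect; plate controls were vehicle for no effect and reference inhibitor for full effect; nearly all actives have a fitted effect of over 55% in size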
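Quantitative HTS: incision of a TAMRA/BHQ-2 double-stranded substrate bearing a tetrahydrofuran abasic site by 0.75 nM APE1 raises fluorescence. Substrate 50 nM final, added after 15 min compound preincubation at room temperature; progress as third-minus-first kinetic read difference.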
POLH inh: blocks human DNA polymerase eta activity; Q9Y253; recombinant Pol eta, fluorescent DNA replication assay; Potency, µM (titrated, usually from 114 µM), inactives show at the highest dose activity change, negative = inhibition, most hits filed as inhibitors; actives 1.2% (n = 390,000); also: potency is read from the fitted curve at half-maximal effect; % is scaled to controls: 0 for no effect and ±100 for the full control effect
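Fluorescent replication assay: 50 nM final substrate added after a 15 min room-temperature compound preincubation with 10 nM enzyme. Signal taken at 0 min and again at 10 min.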
RXFP1 antag: RXFP1 (human) relaxin receptor antagonism; Q9HBX9; activity change, negative = inhibition, % at 57.5 µM; actives 0.59% (n = 350,000); HEK293-RXFP1, relaxin-stimulated cAMP HTRF, 30 min; active compounds read low;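 active = activity change of -60% or lower, but not beyond a set lower limit; inconclusive = change between -60% and -40%, or beyond the set limit; inactive = change above -40%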; also: % is scaled to controls: 0 for no effect and ±100 for the full control effect
Tb PGK inh: T. brucei PGK inhibition; actives 0.043% (n = 380,000); Potency, µM (doses to about 57.5 µM), without a hit: at the top dose activity change, negative = inhibition, most hits filed as inhibitors; PGK/GAPDH coupled, Kinase-Glo luminescence, 60 min; P07378; AID 602233; also: potency is read from the fitted curve at half-maximal effect; % is scaled to controls: 0 for no effect and ±100 for the full control effect; nearly all actives have a fitted effect of over 60% in size
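Recombinant glycosomal PGK reaction used 1,3-bisphosphoglycerate generated in-well by GAPDH (100nM final) in 100mM TEA pH 7.6, 5mM MgCl2, 0.01% Tween-20. After 60 minutes at room temperature, ATP was read by Kinase-Glo Plus luminescence end-point.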
Anesthetic bind: candidate novel general anesthetic via apoferritin binding. apoferritin/1-aminoanthracene competitive binding, fluorescence. Potency, µM (top dose mostly 77.5 µM), inactives show at the top dose activity change, negative = displacement, usual class: inhibitors. actives 0.074% (n = 350,000); also: potency is read from the fitted curve at half-maximal effect; % is scaled to controls: 0 for no effect and ±100 for the full control effect; nearly all actives have a fitted effect of over 20% in size
Target sequence (P02791 2-175 limits assumed): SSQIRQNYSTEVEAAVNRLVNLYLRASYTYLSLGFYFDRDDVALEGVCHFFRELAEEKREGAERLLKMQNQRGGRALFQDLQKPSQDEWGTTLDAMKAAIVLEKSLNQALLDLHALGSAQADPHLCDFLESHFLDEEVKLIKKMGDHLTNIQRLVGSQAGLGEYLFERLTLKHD
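Steps: apoferritin (10 uM) was premixed with half-saturated 1-AMA in PBS, compounds were pin-transferred, plates stood 10 min at room temperature, fluorescence was read at 380/535 nm, and curves were fitted with a Hill equation.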
POLB inh: blocks human DNA polymerase beta activity; P06746; Pol beta primer extension/strand displacement, fluorescence kinetic; Potency, µM (series often up to 114 µM), for inactives: top-dose activity change, negative = inhibition, hits mostly inhibitors; actives 1.3% (n = 340,000); also: potency is read from the fitted curve at half-maximal effect; % is scaled to controls: 0 for no effect and ±100 for the full control effect
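Pol beta (10 nM) was preincubated with compound for 15 min at room temperature. The reaction was then started with 50 nM substrate and read immediately and after a further 10 min at room temperature.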
The depositor's hits bear a star; i = inactive; u = inconclusive; x = not tested or not shown; [ ] = remark or other dose. Unless noted, calls follow the shape of the dose curve; as a rule, active = well fitted curve in the direction sought with a large enough effect; inconclusive = small, poorly fitted or top-dose-only effect, or another doubt; inactive = no such curve, though single readings can be large; an effect the other way counts as inactive or inconclusive. An excerpt (hit frequency here may not be typical).

The first 5 records (preview)
Screens in order – BLM inh | POLI inh | POLK inh | APE1 inh | POLH inh | RXFP1 antag | Tb PGK inh | Anesthetic bind | POLB inh
O=C(Cn1[nH]c(=O)c2ccccc2c1=O)Nc1cccc(-c2nnc3n2CCCCC3)c1
  -4% | -6% | 0% | 2% | -5% | 8 | i | u | 1%
COCC(=O)Nc1cccc(-c2ccc3nncn3n2)c1
  -4% | 17% | 3% | 45% | -8% | -5 | -9% | 0% | -7%
O=C(Nc1cccc(-c2cccc(F)c2)c1)C1CCN(C2CCOCC2)CC1
  -12% | 10% | 0% | 1% | -17% | -9 | -6% | -10% | u
CC1CCN(C(=O)CN2c3ccc(Br)cc3-c3ccccc3S2(=O)=O)CC1
  -6% | 3% | 4% | x | -14% | -8 | -1% | 68%[activator] | 5%
O=C(OCc1ccc([N+](=O)[O-])cc1)c1ccc2ccccc2n1
  -4% | 62%[activator] | 2% | 3% | -9% | -9 | -3% | -15% | u

The whole of this part (from the top)
Screens in order – BLM inh | POLI inh | POLK inh | APE1 inh | POLH inh | RXFP1 antag | Tb PGK inh | Anesthetic bind | POLB inh
O=C(Cn1[nH]c(=O)c2ccccc2c1=O)Nc1cccc(-c2nnc3n2CCCCC3)c1
  -4% | -6% | 0% | 2% | -5% | 8 | i | u | 1%
COCC(=O)Nc1cccc(-c2ccc3nncn3n2)c1
  -4% | 17% | 3% | 45% | -8% | -5 | -9% | 0% | -7%
O=C(Nc1cccc(-c2cccc(F)c2)c1)C1CCN(C2CCOCC2)CC1
  -12% | 10% | 0% | 1% | -17% | -9 | -6% | -10% | u
CC1CCN(C(=O)CN2c3ccc(Br)cc3-c3ccccc3S2(=O)=O)CC1
  -6% | 3% | 4% | x | -14% | -8 | -1% | 68%[activator] | 5%
O=C(OCc1ccc([N+](=O)[O-])cc1)c1ccc2ccccc2n1
  -4% | 62%[activator] | 2% | 3% | -9% | -9 | -3% | -15% | u
CCCC(=O)Nc1nc(-c2ccc3c(c2)CCN3S(C)(=O)=O)cs1
  -2% | 5% | -13% | -3% | -10% | -12 | 1%[11.5 µM] | -20% | 24%
COc1ccc(-c2nc3ccccc3s2)cc1NC(=O)c1ccc(C#N)cc1F
  -4% | u | -3% | x | -6% | x | -9% | -6% | -2%
O=C(NCc1cccnc1)c1cccc(C(F)(F)F)c1
  2% | -12%[58.9 µM] | 4% | -1% | -9% | -11 | 0% | -3% | -8%
COC(CNC(=O)CCCn1nnnc1CN1CCOCC1)c1cccs1 (stereo not given)
  -1% | 24% | 12% | 12% | -8% | -8 | i | -7% | 0%
O=C(O)c1cc(N2C(=O)CCC2=O)ccc1NCc1cccnc1
  -6% | 39%[activator] | -5% | -2% | -14% | -2 | 8% | -4% | -11%
Cc1nc(SCC(=O)OC(C)(C)C)c2c3c(sc2n1)CCCC3
  3% | 22% | -5% | x | -15% | -1 | -8% | -6% | 5%
CC1(C)Cc2noc(N)c2C(C)(C)N1OC(=O)c1scc2c1OCCO2
  0% | u | 1% | -2% | -2% | 2 | -2% | -12% | 0%
CC12CCC3c4ccc(O)cc4CCC3C1CCC2O (stereo not given)
  -3% | x | u | -4% | x | x | x | -3% | x
CCOc1[nH]n(-c2ccccc2)c(=O)c1C=Nc1ccc(OC)cc1
  -10% | 16% | -4% | -9% | -17% | -5 | 1% | u | u
COc1ccc(CCN2CC(C(=O)N(C)CCc3cn[nH]c3)CCC2=O)cc1 (stereo not given)
  3% | 30%[activator] | -2% | 16% | -18% | -15 | 1% | -6% | 1%
COc1ccc(NC(=O)COC(=O)C2CCN(S(=O)(=O)c3cccs3)CC2)cc1OC
  x | 35%[activator] | 1% | 29% | -8% | -18 | i | x | x
CCOC(=O)c1ccc(CNCc2ccc(Br)cc2)cc1
  -3% | -1% | -14% | -1% | -9% | -19 | -7% | 5% | 48%
Cc1nn2cc(-c3ccc(OC(C)C)cc3)nc2s1
  1% | -28% | -4% | x | 5% | -14 | -26% | -11% | 40%
CC(C)[C@H](NS(=O)(=O)c1ccc2c(c1)OCCO2)C(=O)OCC(=O)Nc1cc(Cl)ccc1Cl
  -6% | -6% | -9% | 10% | -14% | -21 | i | -11% | 28%
Cc1cc(C)c(NC(=O)COC(=O)C2CCCCC2)c(C)c1
  x | 23% | -5% | -14% | 3% | 4 | 6% | x | x
C/C(=N\NC(=O)c1c(Cl)cnn1C)c1cccnc1
  1% | 56%[activator] | -5% | -8% | -20% | 4 | -9% | -7% | u
Cc1cccc(S(=O)(=O)c2cn(Cc3ccccc3)c3cc(N4CCCCC4)c(F)cc3c2=O)c1
  -2% | 12% | 1% | x | -13% | -14 | -4% | -14% | 7%
CN1CCN(C2=C(Cl)C(=O)N(c3cccc(Cl)c3)C2=O)CC1
  -2% | 23% | -16% | -2% | 7% | -1 | -9% | -11% | 7%
CCSC1=C(C#N)C(c2ccccc2OC)CC(=O)N1 (stereo not given)
  5% | u | -14% | 6% | -9% | x | 7% | 0% | -2%
CN(C)/C=C1/N=C(c2ccccc2)OC1=O
  -6% | 0% | -18% | -3% | -10% | -1 | -2% | u | 0%
COC(=O)C(C(=O)OC)c1ccc(-n2cccc2)cc1
  -14% | u | 3% | 2% | -9% | -20 | 1% | -6% | 2%
CCOC(=O)N1CC=C2C(C#N)=C(N)C(C#N)(C#N)[C@H](c3ccccc3OCC)[C@H]2C1
  0% | u | -9% | 2% | -11% | -16 | -3% | -12% | -17%
CN(CCCC[C@H](CNCc1ccc(-c2ccccc2)cc1)N1C[C@H](c2ccccc2)N(CCc2ccc(Cl)c(Cl)c2)C(=O)C1=O)Cc1ccc(-c2ccccc2)cc1
  2% | x | x | -18% | x | x | x | -10% | -25%
CSc1ccc(C2c3[nH]c4ccccc4c3CCN2C(=O)CCc2ccccc2)cc1 (stereo not given)
  -9% | -11% | -11%[60.1 µM] | x | 0% | 5 | -10% | 38%[activator] | -9%
CCCc1nc2ccc(NC(C)=O)cc2c(=O)n1Cc1cccc(Cl)c1
  -3% | -19% | -7% | 13% | -16% | 5 | -10% | -3% | 27%
Cc1ccccc1C(=O)N1CCC(C(=O)O)CC1
  0% | 26% | 1% | 1% | -15% | -3 | -2% | -6% | -2%
CCN1CCC(N(Cc2cccc(OC)c2)C(=O)Nc2cccc(C(F)(F)F)c2)CC1
  1% | 16% | -15% | x | -22% | -14 | -10% | -12% | -2%
S=C(NCc1ccco1)Nc1cc(-c2ccccc2)[nH]n1
  -15% | 16% | -5% | -1% | 0% | -12 | -7% | u | -1%
COc1ccc(Nc2nccc3c2nnn3C)cc1
  -1% | 22% | -5% | u | 7% | -8 | -14% | -15% | 40%
COc1ccc(CCN=C(N)NS(=O)(=O)c2cccs2)cc1
  1% | 19% | -1% | 3% | -14% | -3 | 4% | -8% | -7%
NS(=O)(=O)c1cccc(NC(=O)CSc2nc3ccc(Cl)cc3[nH]2)c1
  -10% | 175%[activator] | -26% | -3% | -25% | -3 | 1% | -16% | -23%
O=C(CSCc1cnn(-c2ccccc2)c1-n1cccc1)NCc1ccc(F)cc1
  -1% | 3% | 5% | x | -10% | u | -3% | -8% | -11%
Cc1nc(NC(C)c2ccccc2)c2oc3ccccc3c2n1 (stereo not given)
  -2% | u | -1% | 7% | -14% | 10 | -8% | -9% | 4%
O=C1C2C3CC(C(Br)C3Br)C2C(=O)N1c1ccccn1 (stereo not given)
  2% | 36%[activator] | -13% | -4% | 1% | -8 | -7% | u | 32%
O=C(CN1C(=O)S/C(=C\c2ccc(Cl)cc2)C1=O)NCCCn1ccnc1
  1% | -2% | -12% | -12% | -1% | 3 | 7% | u | -22%
CCCc1cc(C(=O)Nc2cc(C)nn2-c2ccccc2)no1
  1% | -4% | -9% | -1% | -14% | -8 | -3% | -16% | 3%
Cn1c(N)c(C(=O)c2ccc(F)cc2F)c(=O)n(C)c1=O
  2% | 6% | -10% | 2% | -3% | 11 | -10% | -1% | 11%[57.1 µM]
C[N+]1(C)CC[C@@H](OC(=O)[C@@](O)(c2ccccc2)C2CCCC2)C1
  -1%[21.4 µM] | x | -5%[12 µM] | 1%[21 µM] | x | x | x | 1%[29.3 µM] | x
CCC1Oc2ccccc2N(CC(=O)NC2CCCC2)C1=O (stereo not given)
  0% | 14% | -3% | -8% | -10% | -11 | 10% | 6% | 25%
OC(Cn1cncn1)(c1ccccc1)c1ccccc1
  2% | 6% | 3% | 0% | -7% | -3 | -1% | -6% | 0%
CC(C)CCNC(=O)C1CCCN1C(=O)NC1CCCCC1 (stereo not given)
  3% | 14% | -7% | 10% | -10% | 12 | 4% | 1% | 1%
N#Cc1nc(COc2ccc(Br)cc2)oc1NCCCn1ccnc1
  -1% | -4% | -13% | 7% | -18% | -13 | 0% | -14% | -15%
Cc1cc(C)n(-c2ccc(C(=O)OCn3nnc4ccccc4c3=O)cc2)n1
  -1% | -3% | -5% | -2% | -6% | -9 | -1% | u | 13%
CN(CC(=O)Nc1ccc(Cl)cc1)CC(=O)Nc1cccc2ccccc12
  x | 25% | 4% | 10% | -19% | -12 | i | x | x
CCCCSc1nc(-c2ccc(OC)cc2)ccc1C#N
  -8% | 11% | -10% | x | -12% | x | 6% | -9% | 1%
CN1CCN(C(=O)CSc2nc3ccc(NC(=O)c4ccccc4F)cc3s2)CC1
  -4% | 24% | -8% | 0% | -8% | -21 | 7% | -2% | 4%

Ordered by the number under POLI inh (smallest number first): 5 from the list above.
Compound	POLI inh
Cc1cc(C)n(-c2ccc(C(=O)OCn3nnc4ccccc4c3=O)cc2)n1	-3%
O=C(CSCc1cnn(-c2ccccc2)c1-n1cccc1)NCc1ccc(F)cc1	3%
CC(C)CCNC(=O)C1CCCN1C(=O)NC1CCCCC1 (stereo not given)	14%
CN1CCN(C(=O)CSc2nc3ccc(NC(=O)c4ccccc4F)cc3s2)CC1	24%
Cc1ccccc1C(=O)N1CCC(C(=O)O)CC1	26%
